Pf gametocyte: late stage P. falciparum gametocyte viability inhibitors, primary screen, ATP luminescence, HTS; P. falciparum stage V gametocytes, 24 h; inhibition, % at 10.9 µM; hit rate 0.065% among 150,000; AID 743093, 2013;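 active means inhibition above the mean plus 3 SD of compounds within the control limits, set per campaign, cut at about 38% in these data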;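 further: 0% = DMSO wells and 100% = medium only without gametocytes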
Rab7 wt GTP bind: modulators of GTP binding to Rab7, primary screen, biochemical, wildtype, multiplex bead flow cytometry; Rab7 GTPase wild type (dog), Bodipy-FL-GTP binding; GST-Rab7 beads, fluorescent GTP binding; actives lie on both sides; untreated = 100%, excess cold GTP = 0%; GTP binding activity (percent of control), % at 10 µM; hit rate 0.055% among 190,000; AID 758, 2007;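 active means fluorescent GTP binding to Rab7 beads changed by at least 20 points from the 100% baseline, either direction, mostly lower; inconclusive means compound itself probably fluorescent, or too few beads counted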;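 further: median green fluorescence of bound Bodipy-FL-GTP per Rab7 bead population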
Avidin fluor: green autofluorescence of compounds with avidin beads – biophysical, 488/530 nm, flow cytometry, artefact control, profiling panel; compound fluorescence 488/530 nm; active compounds read high; fluorescence (KMESF) at 10 µM; hit rate 0.38% among 220,000; AID 1775, 2009; in the data active means fluorescence above about 47; further: inactives centre near 10
Rab2 wt GTP: modulators of GTP binding to Rab2A wildtype, primary screen, biochemical, dog, bead-based flow cytometry, multiplex | GST-Rab2 wt beads, Bodipy-GTP binding | GTP binding activity, % at 10 µM | hit rate 0.19% among 190,000;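 active means GTP binding activity at least 20 points away from 100%, either lowered or raised; inconclusive means signal likely due to the compound's own green fluorescence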;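 further: 0% = beads with excess unlabeled GTP and 100% = no-compound control corrected for plate trend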
Mcl1-Noxa inh: Mcl-1/Noxa binding inhibitors, primary screen, biochemical, TR-FRET, 1536-well; Induced myeloid leukemia cell differentiation protein Mcl-1 (Homo sapiens), Q07820; TR-FRET Mcl-1/Noxa peptide binding, 2 h; inhibition, % at 21.7 µM; hit rate 1.5% among 220,000; AID 1022, 2008;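 active means compounds that cut the protein-peptide binding signal by more than 50% relative to plate controls in a single-dose test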;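 further: His-tagged Mcl-1 with rhodamine Noxa BH3 peptide and terbium anti-His antibody; 0% = Mcl-1 plus Noxa peptide wells and 100% = peptide-only wells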
Target sequence (Q07820 whole entry, looked up): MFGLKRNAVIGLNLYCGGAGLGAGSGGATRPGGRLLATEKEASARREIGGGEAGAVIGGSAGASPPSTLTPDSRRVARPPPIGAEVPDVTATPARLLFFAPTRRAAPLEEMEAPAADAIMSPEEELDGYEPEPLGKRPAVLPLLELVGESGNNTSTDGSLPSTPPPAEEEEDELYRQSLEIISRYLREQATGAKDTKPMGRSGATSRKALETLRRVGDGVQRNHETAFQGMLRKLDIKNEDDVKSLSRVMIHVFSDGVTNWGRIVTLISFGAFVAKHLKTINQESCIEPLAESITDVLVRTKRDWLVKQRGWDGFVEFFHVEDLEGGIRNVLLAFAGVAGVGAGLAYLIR
HRas wt GTP: modulators of GTP binding to HRas wildtype, primary screen, biochemical, bead-based flow cytometry, multiplex | GST-Ras wt beads, Bodipy-FL-GTP binding; actives lie on both sides | GTP binding activity, % at 10 µM | hit rate 0.14% among 190,000 | AID 759, 2007;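 active means GTP binding activity at least 20% away from the 100% baseline, either lowered as inhibitor or raised as activator; inconclusive means flagged as likely green fluorescent, judged across all proteins in the well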;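 further: 0% = unlabeled GTP competition control and 100% = no-compound control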
ABCG2 block: ABCG2 efflux pump inhibitors, primary screen, multiplex with ABCB1, IgMXP3 cells, flow cytometry; inhibition, % at 6.6 µM; JC-1 efflux; hit rate 0.1% among 190,000; Broad substrate specificity ATP-binding cassette transporter ABCG2 (Homo sapiens), Q9UNQ0;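 active means inhibition above 80%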;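 further: 0% = DMSO and 100% = nicardipine control wells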
Target sequence (Q9UNQ0 whole entry, looked up): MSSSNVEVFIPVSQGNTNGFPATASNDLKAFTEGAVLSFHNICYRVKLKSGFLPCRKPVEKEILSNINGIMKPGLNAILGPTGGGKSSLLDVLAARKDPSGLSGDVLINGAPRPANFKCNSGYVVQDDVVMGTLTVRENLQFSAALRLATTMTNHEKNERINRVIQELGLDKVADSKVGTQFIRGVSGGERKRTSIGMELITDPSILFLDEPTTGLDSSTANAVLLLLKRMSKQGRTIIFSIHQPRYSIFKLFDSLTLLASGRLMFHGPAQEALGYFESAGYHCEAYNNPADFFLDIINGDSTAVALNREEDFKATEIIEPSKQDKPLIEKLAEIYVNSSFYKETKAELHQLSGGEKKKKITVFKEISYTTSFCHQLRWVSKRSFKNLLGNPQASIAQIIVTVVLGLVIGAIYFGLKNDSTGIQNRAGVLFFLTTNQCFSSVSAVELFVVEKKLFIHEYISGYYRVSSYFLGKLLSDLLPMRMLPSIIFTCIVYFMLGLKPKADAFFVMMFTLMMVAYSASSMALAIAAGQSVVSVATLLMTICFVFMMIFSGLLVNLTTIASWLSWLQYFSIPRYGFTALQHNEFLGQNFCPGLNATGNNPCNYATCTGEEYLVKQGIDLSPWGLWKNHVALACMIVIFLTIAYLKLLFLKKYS
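Test system: IgMXP3 (ABCG2) plus far-red-tagged CCRF-Adr (ABCB1) cells. Reagent: JC-1 dye as substrate. Timing: 10 min exposure at 25 °C with rotation, no wash. Measured by: flow cytometric JC-1 green MFI at 530 nm. Read-out: percent efflux inhibition, scaled nicardipine 100% to DMSO 0%. Control set: nicardipine and DMSO wells.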
Rac1 wt modul: wildtype Rac1 GTP binding modulators, primary screen, biochemical, GST-Rac1 beads, flow cytometry, multiplex; fluorescent GTP binding; actives lie on both sides; 0 = cold GTP competed, 100 = untreated; GTP binding activity (% of control), % at 10 µM; hit rate 0.27% among 190,000;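 active means GTP binding activity at least 20 points away from the 100% control level, either lower or higher; inconclusive means compound flagged as likely green fluorescent, judged across all proteins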
Cdc42 wt: modulators of GTP binding to wildtype Cdc42, primary screen, biochemical, multiplex bead flow cytometry, Bodipy-GTP | Cell division control protein 42 homolog (Homo sapiens), P60953 | GST-Cdc42 beads; actives lie on both sides | percent activity (GTP binding), % at 10 µM | hit rate 0.2% among 190,000;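 active means percent activity GTP binding at least 20 points away from the 100% baseline, either down as inhibitor or up as activator; inconclusive means compound flagged as likely green fluorescent from well-wide comparison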;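 further: median bead fluorescence of bound Bodipy-FL-GTP at 100 nM; 0% = excess unlabeled GTP control and 100% = no compound control; below 100% means less GTP binding so inhibitor and above means activator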
Rac1 mut GTP: GTP binding modulators of activated mutant Rac1, primary screen, biochemical, bead-based flow cytometry, multiplex, fluorescent GTP; Ras-related C3 botulinum toxin substrate 1 (Homo sapiens), P63000; GST-Rac1 activated beads; actives lie on both sides; 100% means binding = to untreated wells; percent activity (GTP binding), % at 10 µM; hit rate 0.11% among 190,000;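 active means GTP binding at least 20 percentage points away from the 100% baseline, in either direction, so actives lie on both sides; inconclusive means Compound likely fluorescent itself, or too few beads counted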
ABCB1 block: ABCB1 efflux pump inhibitors, primary screen, cell-based, multiplex, flow cytometry, ABCG2 counter-screen | ATP-dependent translocase ABCB1 (Homo sapiens), P08183 | CCRF-Adr cells, JC-1 efflux | inhibition, % at 6.6 µM | hit rate 0.067% among 190,000 | AID 1326, 2008; in the data active means inhibition above about 40%;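 further: 0% = vehicle and 100% = reference inhibitor; higher value means more JC-1 retained so stronger ABCB1 efflux block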
Starred values were filed as active, the others as inactive; ? = inconclusive; . = not tested or not shown.

SMILES	Avidin fluor	ABCG2 block	Mcl1-Noxa inh	HRas wt GTP	Pf gametocyte	Cdc42 wt	Rac1 mut GTP	Rab7 wt GTP bind	Rac1 wt modul	ABCB1 block	Rab2 wt GTP
CC(C)OCCCn1c(=N)c(C(N)=S)cc2c(=O)n3ccccc3nc21	28	0.4	43.7	93.0	.	93.0	93.0	96.0	95.0	0.1	91.0
CCCCNC(=O)CSc1nnc(-c2c[nH]c3ccccc23)n1CC1CCCO1 (centres undefined)	9	3.1	2.0	103.0	.	109.0	101.0	102.0	106.0	0.3	105.0
Cc1cc(=O)n2nc(N3CCCC(C(=O)NC(C)c4ccccc4)C3)sc2n1 (centres undefined)	7	0.9	6.8	99.0	.	98.0	94.0	101.0	99.0	0.1	98.0
COc1cccc(-n2c(C)nc3c(cnn3-c3ccc(Cl)cc3)c2=O)c1	10	4.3	2.6	100.0	.	99.0	97.0	102.0	98.0	0.9	100.0
Cc1ccc2c(c1)C(=O)C(=O)N2CCOc1ccccc1	11	4.3	3.4	92.0	-15.3	92.0	93.0	92.0	92.0	1.0	93.0
O=C(Oc1cc(=O)oc2ccccc12)c1cccnc1Cl	5	0.9	19.2	100.0	7.3	99.0	101.0	105.0	102.0	0.0	97.0
CCN(CC)S(=O)(=O)c1ccc2oc(C(=O)N3CCCCCC3)c(C)c2c1	17	4.8	4.8	109.0	.	112.0	101.0	103.0	107.0	1.4	109.0
CCOc1ccccc1Nc1nnc(SCC(=O)NC(Cc2c[nH]c3ccccc23)C(=O)O)s1 (centres undefined)	13	-0.7	5.3	?	26.6	?	?	?	?	0.0	?
CN1C(=O)/C(=C2\SC(N3CCCCCC3)=NC2=O)c2ccccc21	12	6.0	21.6	102.0	19.0	99.0	99.0	106.0	101.0	2.0	104.0
CCOc1ccc(C(=O)NCC(c2cccs2)N(C)C)cc1OCC (centres undefined)	5	18.7	10.2	99.0	-12.6	102.0	99.0	104.0	101.0	1.0	102.0
CCn1cnc2c1c(=O)n(CC(=O)NCC(F)(F)F)c(=O)n2Cc1ccccc1	10	9.3	16.5	95.0	.	99.0	94.0	96.0	95.0	-0.2	96.0
CSc1nc(Oc2ccc(F)cc2)c2ccccc2n1	13	5.4	-0.9	103.0	.	103.0	100.0	103.0	102.0	0.6	105.0
NC(=O)CSc1nnnn1-c1cccc(Cl)c1	13	-1.9	-0.2	100.0	-12.1	101.0	98.0	99.0	102.0	-0.3	99.0
Cc1cc(=O)oc2c(N)c(O)ccc12	8	-4.4	12.6	104.0	.	105.0	101.0	104.0	102.0	-2.9	101.0
O=C(NCc1ccccc1)c1ccc(S(=O)(=O)N2CCCC2)cc1	8	2.1	6.6	101.0	6.9	101.0	100.0	99.0	104.0	1.0	100.0
COC(=O)Cn1c(C)nc2ccccc21	33	6.5	-18.9	101.0	-2.0	102.0	101.0	101.0	105.0	1.8	100.0
CC(C)(C)C(=O)NC(C(N)=O)=C(Cl)Cl	4	1.2	-0.9	101.0	.	101.0	100.0	102.0	104.0	0.5	101.0
COc1ccc(-c2nc3ccccn3c2/N=C/c2ccc(OC)c(OC)c2)cc1O	12	30.1	26.7	93.0	.	95.0	95.0	94.0	85.0	15.2	92.0
CCCC(c1nnnn1C(C)(C)CC)N(CCCO)Cc1cc2cc(C)cc(C)c2[nH]c1=O (centres undefined)	11	3.7	15.7	95.0	-29.0	99.0	93.0	97.0	93.0	1.2	93.0
COc1ccc(OC)c(C(C)NC(C)=O)c1 (centres undefined)	6	0.3	-7.2	97.0	-1.0	97.0	97.0	96.0	97.0	0.4	96.0
COc1ccc(CN2CCN(CCCc3ccccc3)CC2)c(OC)c1	9	2.7	31.9	104.0	.	101.0	106.0	105.0	111.0	1.8	105.0
S=c1[nH]nc(-c2cccnc2)n1C1CCCCC1	15	4.4	17.5	99.0	-9.5	99.0	101.0	100.0	103.0	.	101.0
CN(C)CCCCOc1ccccc1-c1ccccc1	11	1.1	25.3	105.0	3.6	105.0	97.0	102.0	100.0	0.6	105.0
COc1ccc(C2N(Cc3ccccc3)CC(=O)N2/N=C(\C)c2ccccc2)cc1 (centres undefined)	6	3.6	9.9	99.0	7.4	101.0	97.0	95.0	103.0	3.0	98.0
Cc1ccc(-c2nc3ccccc3c(C(=O)NCc3cccs3)c2C)cc1	13	31.3	23.5	104.0	-26.1	100.0	100.0	104.0	108.0	1.1	102.0
Cc1ccccc1C(=O)NC(=S)Nc1ccccc1C(=O)O	8	1.4	16.6	96.0	21.8	94.0	90.0	99.0	92.0	0.1	92.0
Cc1nn(CCCC(=O)N2CCN(c3ccc(F)cc3)CC2)c(C)c1[N+](=O)[O-]	3	3.0	4.1	?	11.0	?	?	?	?	1.4	?
CCCc1cc(C(=O)N/N=C/c2ccc(CC)s2)c2ccccc2n1	34	0.2	-3.9	98.0	.	97.0	95.0	94.0	94.0	0.0	95.0
O=C(CS(=O)c1ccc(C(F)(F)F)cc1[N+](=O)[O-])Oc1ccccc1 (centres undefined)	10	1.5	2.2	102.0	.	101.0	100.0	102.0	99.0	0.6	101.0
N#C/C(=C\Nc1ccc2c(c1)OCCO2)c1nc2ccccc2[nH]1	7	8.3	10.7	96.0	-11.0	99.0	99.0	95.0	99.0	-0.1	100.0
COc1cccc(C2C(C(=O)OC(C)C)=C(C)Nc3ncnn32)c1 (centres undefined)	12	5.6	-8.6	103.0	13.2	104.0	101.0	104.0	106.0	1.1	103.0
CC1=CC(=C(C#N)c2nc3ccccc3s2)C=C(C)N1CC1CCCO1 (centres undefined)	12	-3.0	19.6	97.0	.	92.0	92.0	104.0	94.0	-0.3	94.0
CCCCC(C(=O)O)C(C)CC(=O)Nc1ccn(-c2ccccc2)n1 (centres undefined)	7	1.6	-2.7	101.0	.	98.0	94.0	97.0	99.0	0.3	99.0
O=c1c2c3c(sc2n(CCN2CCCCC2)c(=O)n1Cc1ccco1)CCCCC3	9	19.1	-1.2	99.0	-4.4	99.0	97.0	97.0	101.0	13.6	99.0
O=C1CC(N2CCOCC2)C(=O)N1c1cccc(Cl)c1 (centres undefined)	7	3.4	2.1	104.0	.	106.0	102.0	104.0	108.0	0.6	103.0
Cc1nn(CCc2nc(-c3ccco3)cs2)c2[nH]c(=O)cc(C(F)(F)F)c12	44	3.4	15.9	92.0	6.9	92.0	90.0	95.0	90.0	-0.2	92.0
CN1CCc2ccccc2C1C1CCNCC1 (centres undefined)	3	-0.1	4.1	97.0	.	99.0	98.0	94.0	99.0	0.0	98.0
Cc1ccc(NCCC(=O)c2cccc([N+](=O)[O-])c2)cc1	11	4.3	6.0	96.0	14.4	95.0	95.0	99.0	101.0	-0.2	95.0
C=CCOc1ccc2c(c1)c(S(=O)(=O)c1ccc(C)cc1)cn2COC	7	1.3	.	98.0	.	99.0	98.0	95.0	100.0	0.8	99.0
COc1ccc(OC)c(NC=C2C(=O)OC(C)(C)OC2=O)c1	25	4.4	2.9	104.0	.	103.0	100.0	103.0	103.0	0.5	106.0
CCN(C(=O)COC(=O)c1cccnc1Nc1ccccc1F)C1CCS(=O)(=O)C1 (centres undefined)	5	3.2	7.9	97.0	-8.6	96.0	100.0	99.0	98.0	0.5	96.0
CC1C=CCC2C(=O)N(c3cccc(C(=O)N4CCN(c5ccc(F)cc5)CC4)c3)C(=O)C12 (centres undefined)	23	1.1	-18.9	100.0	.	102.0	98.0	94.0	106.0	1.6	97.0
Cc1ccc(C)c(S(=O)(=O)C(C#N)c2nc3ccccc3nc2N2CC(C)OC(C)C2)c1 (centres undefined)	9	-0.1	9.1	94.0	16.9	91.0	92.0	95.0	95.0	0.0	92.0
Cc1ccc(C(C)C)c(OCCn2c(=O)oc3ccccc32)c1	12	3.6	-2.2	103.0	.	102.0	101.0	99.0	102.0	1.4	103.0
CC1CCN(S(=O)(=O)N2CCC(C(=O)NCCN3CCOCC3)CC2)CC1	10	1.1	.	?	6.8	?	?	?	?	-0.4	?
CCN(CC)S(=O)(=O)c1ccc(NC(=O)Cn2c(=O)oc3ccccc32)cc1	6	2.9	9.2	103.0	13.0	104.0	101.0	104.0	110.0	0.7	103.0
COc1ccc(C(=O)/C=C/c2cccs2)c(OC(=O)N2CCOCC2)c1	15	-1.7	9.6	100.0	-2.1	102.0	99.0	102.0	104.0	0.1	97.0
NC(=O)C1CCN(C(=O)CN2CCc3ccccc32)CC1	14	-2.9	17.7	99.0	32.5	99.0	98.0	102.0	101.0	-0.1	102.0
CCOC(=O)C1CCN(C(C(=O)Nc2ccc3c(c2)OCCO3)c2ccccc2)CC1 (centres undefined)	7	-3.9	-3.9	101.0	16.8	101.0	98.0	105.0	103.0	0.1	102.0
CSc1nc(NCC(C)C)c2c3c(sc2n1)CN(C)CC3	12	8.9	7.4	98.0	0.9	96.0	93.0	96.0	93.0	1.5	97.0
COc1nc(-c2ccccc2)c2c(c1C#N)CC(C)(C)OC2	3	1.4	15.8	98.0	.	100.0	97.0	100.0	100.0	0.6	98.0
Cc1ccc(Cl)cc1NC(=S)N(CCCN1CCN(C)CC1)Cc1ccco1	8	2.8	13.4	98.0	-29.8	96.0	95.0	102.0	99.0	1.4	100.0
CCOC(=O)C1CCN(C(=O)Cn2cc(C#N)c3ccccc32)CC1	14	2.7	14.1	99.0	5.1	100.0	99.0	98.0	96.0	0.8	98.0

From PubChem
